14-3-3g Raf – 14-3-3 gamma protein interaction modulation; P61981; hit rate 0.19% among 160,000; AID 422; FP, 14-3-3gamma / TMR-pS259-Raf peptide binding; inhibition, % at 40 µM; in the data active = inhibition above about 30%;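 note: 0% = protein plus tracer without compound and 100% = blank with tracer alone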
Target sequence (P61981 whole entry, looked up): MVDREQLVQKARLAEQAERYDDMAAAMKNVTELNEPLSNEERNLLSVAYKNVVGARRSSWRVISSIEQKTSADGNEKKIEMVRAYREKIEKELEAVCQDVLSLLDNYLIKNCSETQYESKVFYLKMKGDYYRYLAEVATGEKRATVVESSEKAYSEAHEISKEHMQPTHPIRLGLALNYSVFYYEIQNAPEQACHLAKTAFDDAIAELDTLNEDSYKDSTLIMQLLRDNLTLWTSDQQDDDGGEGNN
* marks the source's active call; other numbers are inactive results; & = joins results of further samples. A portion of the library; count on the stated rates, not on these rows.

No. | mol | 14-3-3g Raf
1 | COc1ccc(C2CC(C(F)(F)F)n3nc(C(=O)Nc4cccc(Cl)c4)c(Cl)c3N2)cc1OC (stereo not drawn) | 0.8
2 | COc1cc2nc(SCC(=O)Nc3ccccc3C)n3nc(-c4ccccc4)nc3c2cc1OC | -17.8
3 | CC1CC(C)(C)NC(=S)N1CCC(=O)N1c2ccccc2CC1C (stereo not drawn) | -3.8
4 | CC(=O)c1c(C)oc2ccc(N(C(=O)c3ccccc3)S(=O)(=O)c3cc([N+](=O)[O-])ccc3C)cc12 | -7.4
5 | Cc1ccc(N2C(=S)NC3CC2(C)Oc2ccc(Cl)cc23)cc1 (stereo not drawn) | 3.6
6 | Cc1cc(C)cc(OCC(=O)Nc2ccc(CN3CCOCC3)cc2)c1 | -2.1
7 | CC(C)OC(=O)CSc1nnc(-c2ccco2)n1N | -2.9
8 | COc1cc(CN2CC(C)OC(C)C2)cc(OC)c1 (stereo not drawn) | 0.9
9 | O=c1cc(O)c2sc3nc4c(c(C(F)(F)F)c3c2[nH]1)CCCCC4 | -25.9
10 | Cc1cc(C(=O)CN(Cc2ccc(F)cc2)S(=O)(=O)c2ccc3c(c2)OCCO3)c(C)n1C | -3.0
11 | COc1ccc(NC(=O)C2CCN(C(=O)NCc3ccccc3)CC2)cc1 | 2.7
12 | CN1CCN(c2oc(-c3ccco3)nc2S(=O)(=O)c2ccccc2)CC1 | -15.3
13 | CCOC(=O)N1CCN(C(=O)c2cc(S(=O)(=O)N3CCCC3)cn2C)CC1 | -8.2
14 | CC(C)CN(CC(C)C)C(=O)C12CCC(C)(C(=O)C1)C2(C)C (stereo not drawn) | 1.5
15 | CC(C)(C)C(=O)NC1CCN(S(=O)(=O)c2ccccc2F)CC1 | -1.4
16 | CCOc1ccc(C(O)c2nccn2Cc2ccccc2)cc1 (stereo not drawn) | -2.4

Three entries picked at random from the list so far, as already listed:
No. | mol | 14-3-3g Raf
9 | O=c1cc(O)c2sc3nc4c(c(C(F)(F)F)c3c2[nH]1)CCCCC4 | -25.9
16 | CCOc1ccc(C(O)c2nccn2Cc2ccccc2)cc1 (stereo not drawn) | -2.4
15 | CC(C)(C)C(=O)NC1CCN(S(=O)(=O)c2ccccc2F)CC1 | -1.4

The results go on:
No. | mol | 14-3-3g Raf
17 | CCC(=O)N1c2ccccc2NC2=C(C(=O)CC(c3ccc(Cl)cc3)C2)C1c1cccc(Cl)c1 (stereo not drawn) | -2.6
18 | O=C(CN1C(=O)c2ccccc2S1(=O)=O)NCc1cccs1 | 1.3
19 | CCCNC(=O)CS(=O)(=O)Cc1nc(-c2ccccc2C)oc1C | -6.9
20 | COC(=O)c1cnn2c(C)c(Cc3c(C)cc(C)cc3C)c(C)nc12 | -0.1
21 | O=c1[nH]c2c(c3c1CCCC3)CCCC2 | -0.7&4.1
22 | CN(C)CCNC(=O)C1(O)c2ccccc2NC(=O)N1c1ccc(Cl)cc1 (stereo not drawn) | -1.3
23 | COC(=O)c1cc(NC(=O)c2cc3nc(-c4ccc(Cl)cc4)cc(C(F)(F)F)n3n2)cc(C(=O)OC)c1 | -14.8
24 | Cc1ccc2ccc(C(Nc3ccccn3)c3ccc(C(C)C)cc3)c(O)c2n1 (stereo not drawn) | 7.0

Part of the list above, set out differently.
#	14-3-3g Raf	mol
9	-25.9	O=c1cc(O)c2sc3nc4c(c(C(F)(F)F)c3c2[nH]1)CCCCC4
12	-15.3	CN1CCN(c2oc(-c3ccco3)nc2S(=O)(=O)c2ccccc2)CC1
14	1.5	CC(C)CN(CC(C)C)C(=O)C12CCC(C)(C(=O)C1)C2(C)C (stereo not drawn)
24	7.0	Cc1ccc2ccc(C(Nc3ccccn3)c3ccc(C(C)C)cc3)c(O)c2n1 (stereo not drawn)
3	-3.8	CC1CC(C)(C)NC(=S)N1CCC(=O)N1c2ccccc2CC1C (stereo not drawn)

Additional records:
No. | mol | 14-3-3g Raf
25 | O=C(COC(=O)c1ccc(S(=O)(=O)N2CCCC2)cc1)NCc1ccccc1 | 0.6
26 | CCS(=O)(=O)CCSc1nc(C)cc(C)c1C#N | -3.4
27 | COc1cc([N+](=O)[O-])cc(C=Nc2cc(-c3nc4cc(C)ccc4o3)ccc2Br)c1O | -21.4
28 | Cc1ccc(NC(=O)c2cc(S(=O)(=O)NC3CCCCC3)ccc2F)cc1 | -1.5
29 | O=c1nc2n(-c3ccc4ccccc4c3)c3cccc(Cl)c3cc-2c(=O)[nH]1 | -15.0
30 | CC1=C(C(=O)OC(C)C)C(c2c[nH]c3ccccc23)n2ncnc2N1 (stereo not drawn) | -8.6
31 | Cc1ccc(S(=O)(=O)N2CCN(c3ccc([N+](=O)[O-])c(NCc4ccc(Cl)cc4)c3)CC2)cc1 | 3.8
32 | CCOC(=O)c1cc(C#N)c(SCC(=O)c2cc(C#N)c(SC)nc2C)nc1C | -1.8
33 | CC(C)c1nnc(NC(=O)C2CCN(c3nc4ccccc4s3)CC2)s1 | -6.7
34 | CC(=O)Nc1c(O)n(C)c2ccccc12 | 1.3&8.0
35 | CCc1ccccc1NC(=O)CCS(=O)(=O)c1ccc(OC)cc1 | -9.5
36 | Cc1ccc(C(=O)Nc2ccc(F)cc2)cc1 | 2.5
37 | O=C(CC1(c2ccc(Cl)cc2)C(=O)c2ccccc2C1=O)N1CCOCC1 | 2.3
38 | O=C1CCCC(O)=C1C1C2=C(CCCC2=O)Oc2ccccc21 (stereo not drawn) | 2.6&-4.8
39 | Cc1ccc(-n2nc3c(c2NC(=O)c2ccccc2C(F)(F)F)CSC3)cc1 | 3.2
40 | O=C(Nc1nnc(-c2ccc3c(c2)OCCO3)o1)c1ccc(Cc2ccccc2)cc1 | -1.6

Quoted from the listing.
14-3-3g Raf, O=C(COC(=O)c1ccc(S(=O)(=O)N2CCCC2)cc1)NCc1ccccc1 stands at 0.6
14-3-3g Raf, O=c1nc2n(-c3ccc4ccccc4c3)c3cccc(Cl)c3cc-2c(=O)[nH]1 stands at -15.0

More entries:
No. | mol | 14-3-3g Raf
41 | Cc1onc(-c2c(Cl)cccc2Cl)c1C(=O)Nc1ccc2c(c1)OCO2 | -3.0
42 | O=C(C1CCN(S(=O)(=O)c2cccc3nsnc23)CC1)N1CCN(c2ccccc2F)CC1 | -5.0
43 | c1ccc(NCc2nnc3n2CCCCC3)cc1 | -10.0
44 | CCOC(=O)[C@H](CCc1ccccc1)N[C@@H](C)C(=O)N1CCC[C@H]1C(=O)O | 6.2
45 | CN(C)c1ccc(-c2nc(-c3cc4ccc(O)cc4oc3=O)cs2)cc1 | -36.4
46 | Cc1ccc(S(=O)(=O)NC(C)C(c2cccs2)N2CCN(C)CC2)cc1 (stereo not drawn) | 2.0
47 | O=C(Nc1cccc(Oc2ccc3c(c2)C(=O)NC3=O)c1)c1ccco1 | 4.0
48 | COCc1c(C(=O)OC)nnn1-c1ccc(C(F)(F)F)cc1[N+](=O)[O-] | -4.4
49 | Cc1ccc(S(=O)(=O)N2CCN(Cc3cccc(C)c3O)CC2)cc1 | -5.2
50 | CCOc1ccc(C2CC(=O)n3nc(-c4ccc(F)cc4)nc3S2)cc1OC (stereo not drawn) | 0.7
51 | Cc1nc2c(C(=O)O)c[nH]n2c(=O)c1Cc1cccc(Cl)c1 | -7.1
52 | CCCN1CCN(CCCNC(=O)c2cc3cc4ccc(OC)cc4nc3s2)CC1 | -7.1
53 | COc1cc(-c2c(C#N)c(N)n3c(nc4ccccc43)c2C#N)ccc1OCc1ccccc1F | -57.7
54 | CC(=O)c1cccc(N=C2NC(=O)C(CO)(CO)S2)c1 | 5.0
55 | Cc1ccc(NC(=O)CCCN2C(=S)NC(C)(C)CC2C)cc1 (stereo not drawn) | -1.4
56 | CC(C)C1C(c2ccccc2)NC(c2ccccc2)CC1(C)O (stereo not drawn) | 1.1
57 | CCCOc1ccc(C2Nc3ccccc3NC3=C2C(=O)CC(c2cc(OC)c(OC)c(OC)c2)C3)cc1 (stereo not drawn) | -1.1
58 | Cc1ccc(NC(=O)C2CCCN(S(=O)(=O)c3ccc4c(c3)oc(=O)n4C)C2)nc1 (stereo not drawn) | 1.3
59 | CCOC(=O)c1ccc2ncc(C(=O)OCC)c(Nc3cccc(C)c3)c2c1 | -4.8
60 | CCCCCn1c(-c2cccs2)nc2ccccc21 | -6.7
61 | CC1CC(C)CN(c2ncnc3nc[nH]c23)C1 (stereo not drawn) | 0.7
62 | CC(=O)NC(c1cccc([N+](=O)[O-])c1)c1ccc2cccnc2c1O (stereo not drawn) | -6.2
63 | Cc1csc2nc(CCN3C(=O)c4ccccc4C3=O)cn12 | -1.3
64 | CCOc1ccc(C(=O)Nc2cc(-c3nc4cc(Cl)ccc4o3)ccc2C)cc1 | -171.2
65 | Cc1ccc(NC(=O)CS(=O)CC(=O)NCCCN(C)c2ccccc2)cc1 (stereo not drawn) | -2.0
66 | O=C(O)C(Cc1c[nH]c2ccccc12)NS(=O)(=O)c1cccc2nsnc12 (stereo not drawn) | 9.3
67 | CC(=O)Nc1ccc2nc(NC(=O)c3ccc(S(=O)(=O)N4CCc5ccccc54)cc3)sc2c1 | -27.4
68 | Cc1ccc(CNC(=O)c2ccc(CS(=O)(=O)Cc3ccc(C)cc3)o2)cc1 | -2.2
69 | COc1cccc(CNC(=O)CCn2nc(-c3ccc(C)cc3)ccc2=O)c1 | -16.6
70 | Cc1oc2c(C)c3oc(=O)c4c(c3cc2c1-c1ccccc1)CCCC4 | -8.5
71 | O=C1OC(N2CCN(c3ccccc3)CC2)c2ccccc21 (stereo not drawn) | 2.5
72 | CC(C)(C)C(=O)Cn1c(=O)n(-c2ccccc2)c(=O)c2c3c(sc21)CCC3 | -10.2
73 | CC(C)Cn1cc(C(=O)NCC2COc3ccccc3O2)c2c3ccccc3n(C)c2c1=O (stereo not drawn) | -8.3
74 | Cc1cccc(C2OC3(C(=O)c4ccccc4C3=O)C3C(=O)N(c4cccc5ccccc45)C(=O)C23)c1 (stereo not drawn) | -11.0
75 | O=C(NCc1ccc(F)cc1)C1CCN(c2nc3ccccc3o2)CC1 | -6.1
76 | CCCCc1ccc(NC(=O)CN2C(=O)c3ccccc3C2=O)cc1 | -3.5
77 | O=C(Cn1c(=S)[nH]c2ncccc2c1=O)NCc1ccc2c(c1)OCO2 | -9.6
78 | CCCC(NC(=O)c1ccccc1)c1nc2ccccc2n1Cc1ccc(C(=O)OC)o1 (stereo not drawn) | 1.8
79 | Cc1cccc(OCc2n[nH]c(=S)n2C2CCCCC2)c1 | -8.0
80 | Cc1ccc(NC2c3ncccc3C(=O)N2Cc2ccc(F)cc2)cc1 (stereo not drawn) | -1.2
81 | O=C(c1ccc(C#CC2(O)CCCCC2)cc1)N1CCN(CC=Cc2ccccc2)CC1 | -5.0
82 | O=C(NC1CCCCC1)C1CCN(S(=O)(=O)c2cccc3cccnc23)CC1 | 8.5
83 | CN(CC(=O)Nn1cnnc1)S(=O)(=O)c1cc(Cl)ccc1Cl | 1.4
84 | Nc1nnc(CCSc2ccc(Br)cc2)s1 | 1.6
85 | CC(=O)c1ccc(NC(=O)Cn2cnc([N+](=O)[O-])n2)cc1 | 1.4
86 | Cc1ccc([N+](=O)[O-])c(NC(=O)c2ccc([N+](=O)[O-])cc2)c1 | 7.6
87 | O=C(CSc1nc2ccccc2c(=O)n1CCC1=CCCCC1)NCc1ccco1 | 6.0
88 | CC(Sc1nc(N)cc(N)n1)C(=O)O (stereo not drawn) | -11.8
89 | O=C(Nc1cccc2nsnc12)c1cccnc1 | -32.3
90 | O=C(Nc1ccc2c(c1)nc1n2CCOC1)C1CCCCC1 | -2.3
91 | CC1CN(C(=O)c2cnn3c(C(F)F)cc(-c4ccccc4)nc23)CC(C)O1 (stereo not drawn) | 2.0
92 | Cc1c(C(=O)NC2CCCCC2)sc2ncn(C)c(=O)c12 | -4.2
93 | Cc1cc(C=Nc2ccc(Nc3ccccc3)cc2)c(O)c([N+](=O)[O-])c1 | -188.6
94 | CC(C)(C)NC(=O)C1Cc2ccccc2CN1S(=O)(=O)c1ccc(F)cc1 (stereo not drawn) | -3.8
95 | CCN(CC)S(=O)(=O)c1ccc(NC(=O)c2ccccn2)cc1 | 3.7
96 | C=CCOC(=O)C1CC=CCC1C(=O)Oc1ccc(F)cc1F (stereo not drawn) | -5.8

Going on with the list.
No. | mol | 14-3-3g Raf
97 | CCC1CCCCN1S(=O)(=O)c1ccc2c(c1)CCN2C(C)=O (stereo not drawn) | -4.2
98 | C=CCn1c(=O)c(C(=O)Nc2ccc(OCC)cc2)c(O)c2ccccc21 | -3.3
99 | CCc1ccc(C2C(C(=O)OCc3ccccc3)=C(C)N=C3SCCC(=O)N32)cc1 (stereo not drawn) | 0.9
100 | CCOC(=O)N1CCC(=C(C#N)C(=O)Nc2cc(OC)ccc2OC)CC1 | -3.8
101 | Cc1ccc2nc(NC(=O)COC(=O)c3ccco3)sc2c1 | -6.3
102 | COc1ccc(-n2c(C)cc(C(=O)CN3CCCCC3)c2C)cc1 | -0.4
103 | O=C(Nc1nccs1)C1CCCN1S(=O)(=O)c1ccc(Cl)cc1 (stereo not drawn) | 2.4
104 | O=C(OCc1ccccc1)c1cc(S(=O)(=O)N2CCCCC2)ccc1Cl | -3.1
105 | CC(C)(C)N=c1scc(-c2ccccc2)n1Cc1ccccc1 | -3.1
106 | CCCc1nc2ccccc2n1Cc1ccccc1 | -12.8
107 | Cc1ccsc1/C=N/n1cnc2sc(C)c(C)c2c1=O | -4.3
108 | CC1CN(c2nc3c(c(=O)n(C)c(=O)n3C)n2Cc2c(Cl)cccc2Cl)CC(C)O1 (stereo not drawn) | -4.5
109 | Fc1cccc(-c2nc3cc(N=Cc4cc5c(cc4Br)OCO5)ccc3o2)c1 | -8.6
110 | OCC(O)C(O)C(O)c1cnn(-c2ccccc2)n1 (stereo not drawn) | -12.2
111 | CC(C)CCn1c(SCC#N)nc2c(sc3ccccc32)c1=O | -2.7&-7.9
112 | CCn1c(SCC(=O)c2ccc(O)c(O)c2)nnc1-c1ccccc1OC | -1.3
113 | CCS(=O)(=O)N1CCC(C(=O)N2CCN(c3ccccc3)CC2)CC1 | -4.8&10.1
114 | COc1ccc(C2CC(C(F)(F)F)n3nc(C(=O)NCCc4ccccc4)c(Cl)c3N2)cc1 (stereo not drawn) | -4.5
115 | Cc1ccc(C(CCN)c2ccco2)cc1 (stereo not drawn) | -3.1&-16.2
116 | Cc1nc2cc(NC(=O)c3ccc(S(=O)(=O)N4CCC(C)CC4)cc3)ccc2s1 | 0.4
117 | Cc1nccc2[nH]c(=O)c(C(=O)NCCCN(C)C3CCCCC3)cc12 | -9.9
118 | O=C(CN(C1CC1)S(=O)(=O)c1ccc(S(=O)(=O)N2CCCCCC2)cc1)Nc1ccccc1 | -8.2
